# Bioassay records: PubChem BioAssay, several laboratories
# CRFR2-BP antag – antagonists of CRF-binding protein/CRF-R2 receptor complex; HEK293 CRF-R2/CRF-BP, CRF-induced calcium fluorescence; AID 588475; inhibition, % at 11.8 µM; 350,000 tested, 0.59% active;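 active means inhibition of the ligand-induced calcium signal above about 50% at the single tested concentration, limit read from the data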
# MEKK3 PB1 HTS – modulators (inhibitors or enhancers) of MEK5 binding to human MEKK3 PB1 domain; Q99759; bead-based flow cytometry, Alexa488-MEK5 binding to MEKK3; actives lie on both sides; 0 = blocked by unlabeled MEK5, 100 = vehicle; binding response (% of control), % at 10 µM; 290,000 tested, 1.4% active;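 active means binding response more than 3 SD above or below the average of its plate-row segment, actives on both sides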;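 further: Alexa488 bead fluorescence after subtracting the streptavidin-only scavenger bead signal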
# Target sequence (Q99759 whole entry, looked up, the tested form may be a part): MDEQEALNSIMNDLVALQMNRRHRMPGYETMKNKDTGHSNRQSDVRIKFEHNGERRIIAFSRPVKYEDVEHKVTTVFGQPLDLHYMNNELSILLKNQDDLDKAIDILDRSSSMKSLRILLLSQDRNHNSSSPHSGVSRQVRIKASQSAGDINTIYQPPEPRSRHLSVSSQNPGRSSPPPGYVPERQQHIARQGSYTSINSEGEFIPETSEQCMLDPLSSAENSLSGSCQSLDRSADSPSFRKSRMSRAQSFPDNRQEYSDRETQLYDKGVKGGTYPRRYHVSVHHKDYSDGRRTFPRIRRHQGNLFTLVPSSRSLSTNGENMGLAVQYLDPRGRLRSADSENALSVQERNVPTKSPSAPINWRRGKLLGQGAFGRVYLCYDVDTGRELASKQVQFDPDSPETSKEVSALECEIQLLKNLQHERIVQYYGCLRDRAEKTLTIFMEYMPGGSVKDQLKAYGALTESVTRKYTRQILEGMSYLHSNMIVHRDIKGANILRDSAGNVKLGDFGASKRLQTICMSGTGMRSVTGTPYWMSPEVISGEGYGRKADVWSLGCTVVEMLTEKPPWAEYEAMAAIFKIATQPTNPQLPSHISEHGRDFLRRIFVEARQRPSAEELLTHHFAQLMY
# CRFBP-R2 agonist – agonists of human CRF-binding protein/CRF-R2 receptor complex. AID 588473. activation, % at 13.2 µM. HEK293 CRF-R2/CRF-BP, calcium dye fluorescence (FLIPR); percent of saturating CRF peptide response. 350,000 tested, 0.46% active;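 active means activation of at least 50%, plus an integration ratio under a set limit after plate pattern correction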;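 further: plate controls were neutral control wells without compound for no effect and CRF at EC100 for full effect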
# HCV NS3 hel inh – inhibitors of Hepatitis C virus NS3 helicase; NS3 helicase DNA unwinding, Cy5 molecular beacon fluorescence; inhibition, % at 10.9 µM; 290,000 tested, 0.56% active; AID 1800;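 active means inhibition above the mean of all tested compounds plus 3 SD, set per campaign, cut at about 35% in these data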;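 further: 0% = DMSO wells and 100% = thioflavine S control wells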
#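 Test system: hepatitis C virus NS3 helicase domain fragment enzyme. Also added: annealed dual-labelled DNA beacon duplex, ATP-started. Timing: 60 min unwinding reaction at 25 °C after ATP addition. Technique: Cy5 fluorescence. Measure: % inhibition of unwinding.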
# GalR3 antagonist – blocks the human galanin receptor 3; O60755; 360,000 tested, 0.44% active; HEK293 GalR3-CNG cAMP membrane potential fluorescence; galR3 body fused to GalR1 C-terminus; inhibition, % at 3 µM;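 active means inhibition above the screen-wide average plus 3 SD, cut at about 13% in these data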;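 further: forskolin and galanin both at EC90 stimulate the cells; cAMP rise reported by CNG channel membrane potential dye signal; 0% = forskolin plus galanin with DMSO and 100% = forskolin alone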
# Target sequence (O60755 1-299 limits assumed): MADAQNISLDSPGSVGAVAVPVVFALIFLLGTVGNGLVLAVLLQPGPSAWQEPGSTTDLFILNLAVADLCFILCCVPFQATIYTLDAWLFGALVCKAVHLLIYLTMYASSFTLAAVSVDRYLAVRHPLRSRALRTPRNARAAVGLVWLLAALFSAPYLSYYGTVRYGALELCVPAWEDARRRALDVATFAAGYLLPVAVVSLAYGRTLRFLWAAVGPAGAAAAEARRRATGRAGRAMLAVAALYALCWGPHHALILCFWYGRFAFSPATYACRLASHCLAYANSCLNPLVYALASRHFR
# MEKK2mut PB1 HTS – signal of MEK5 binding to mutant human MEKK2 PB1 domain; bead flow cytometry, Alexa488-MEK5 binding to MEKK2 mutant; percent response, % at 10 µM; 290,000 tested, 0.35% active; AID 1530; in the data active means percent response above about 24%, passing the limit was not always enough; further: inactives centre near 1; some results filed as inactive read as strong as hits; reference of the scale not given here
# FID counter – displaces DNA intercalator in HCV helicase counter-screen; inhibition, % at 7.9 µM; DNA fluorescent intercalator displacement, fluorescence; AID 1845; 290,000 tested, 0.17% active; in the data active means inhibition above about 37%;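 further: 0% = vehicle and 100% = reference compound; higher means more ethidium bromide displaced from hairpin DNA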
# MEKK2wt PB1 HTS – raises or lowers MEK5 binding to wildtype human MEKK2 PB1 domain. bead flow cytometry, Alexa488-MEK5 binding to MEKK2 WT; actives lie on both sides. binding response (% of control), % at 10 µM. 290,000 tested, 1.1% active; in the data active means binding response below about 67% or above about 130%
# SUMO HTRF inh – blocks human SUMOylation mediated by UBC9; P63279; HTRF SUMOylation assay, SAE1/SAE2 + UBC9, in vitro; inhibition, % at 35 µM; 290,000 tested, 0.36% active; AID 2006; in the data active means inhibition above about 50%, passing the limit was not always enough; further: strong numbers were not always called active
# Target sequence (P63279 whole entry, looked up): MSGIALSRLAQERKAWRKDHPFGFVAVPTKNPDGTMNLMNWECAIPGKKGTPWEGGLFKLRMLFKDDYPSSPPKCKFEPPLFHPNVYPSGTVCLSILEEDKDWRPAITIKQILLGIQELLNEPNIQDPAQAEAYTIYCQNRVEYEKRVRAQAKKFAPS
# * = called active by the depositor; x = no result given.
SMILES,CRFR2-BP antag,MEKK3 PB1 HTS,CRFBP-R2 agonist,HCV NS3 hel inh,GalR3 antagonist,MEKK2mut PB1 HTS,FID counter,MEKK2wt PB1 HTS,SUMO HTRF inh
O=C(Nc1ccc(Cl)cc1)Nc1cccc2nsnc12,-20.8,98.0,7.2,-2.9,-14.8,7.0,8.0,95.0,26.7
O=S(=O)(NCc1ccccc1Br)c1cccs1,6.5,97.0,-0.1,-0.2,-6.0,-4.0,-4.4,99.0,2.8
COC(=O)c1c(NC(=O)CSc2nnc(CNc3ccc(Cl)cc3)o2)sc(C)c1C,-4.3,102.0,3.0,0.4,-1.7,7.0,-17.4,101.0,-19.6
O=C(Cc1cccs1)NCCc1cn2ccccc2n1,18.9,104.0,-1.4,-7.0,x,9.0,-2.3,101.0,0.3
COc1cccc(C(=O)NNC(=O)C(=O)Nc2ccc(OC)cc2OC)c1,15.6,100.0,-0.3,12.3,-6.5,1.0,-11.3,94.0,-10.4
O=C(COC(=O)c1ccccn1)Nc1c(Cl)cccc1Cl,8.4,95.0,4.4,2.5,2.0,1.0,-0.8,99.0,-3.7
Cc1nn(-c2ccccc2)c(Cl)c1C(=O)N1CCN(C)CC1,13.0,100.0,0.8,-12.7,-5.4,-9.0,-0.3,89.0,1.8
COCCN1CCN(Cc2nc(C3(c4ccc(C)cc4)CCCC3)no2)CC1,-24.9,104.0,0.3,9.1,-1.7,13.0,5.6,111.0,11.8
CCCn1c(SCC(=O)Nc2ccccc2N2CCCCC2)nc2c1c(=O)n(C)c(=O)n2C,34.9,98.0,-1.6,1.5,-10.0,1.0,-2.6,93.0,-5.2
CCC(C)n1c(SCC(=O)NCCc2ccc(S(N)(=O)=O)cc2)nc2ccsc2c1=O (stereo unspecified),11.9,96.0,-2.4,2.2,-1.9,-2.0,-9.2,97.0,22.1
CC(C)NC(=O)N1CCOCCOCCN(C(=O)NC(C)C)CCOCCOCC1,-4.3,105.0,0.5,2.6,-0.2,8.0,-6.4,108.0,21.7
N#CCCN1CCNCC1,9.4,102.0,4.8,3.9,-1.3,6.0,3.1,104.0,-5.0
NC(=O)c1ccsc1NC(=O)COC(=O)COc1ccccc1F,-9.7,96.0,-0.3,0.5,-2.1,10.0,5.7,95.0,4.8
S=C(NCc1ccc(Cl)cc1)Nc1ccccc1,7.5,102.0,1.4,-0.1,-4.0,0.0,-7.0,102.0,8.7
CCCc1ncc(C(=O)c2ccc(OC)cc2)n1C,5.9,97.0,-0.9,-0.6,-2.4,-1.0,-7.5,96.0,7.8
O=C(O)C[C@H]1c2ccccc2S(=O)(=O)N1C1CCCC1,3.8,100.0,0.6,x,-0.7,2.0,x,100.0,x
Cc1ccc(/C=C/C(=O)NCCCc2ccccc2)cc1,25.5,101.0,-0.2,-6.2,0.2,-2.0,-8.6,98.0,-20.0
COc1ccc(S(=O)(=O)N2CCC(NC(=O)c3ccccc3)CC2)cc1,3.0,104.0,-5.6,1.7,-9.8,4.0,-18.1,101.0,7.3
c1ccc(NCC2OCc3ccccc3CO2)cc1,24.5,94.0,-1.2,-15.8,-9.9,-2.0,-2.8,93.0,-2.0
Nc1c(C(=O)Nc2nccs2)sc2nc(-c3cccs3)cc(C(F)(F)F)c12,-42.7,x,68.0*,-0.8,-5.2,x,-1.4,x,16.1
CSc1ccc(Cl)c(C(=O)OCC(=O)NCc2ccco2)c1,-3.4,101.0,-3.5,7.6,-0.5,8.0,-3.5,103.0,12.1
CCOc1ccc(CN=C(N)N=C(N)N)cc1Cl,-25.9,102.0,-0.3,-11.0,6.3,9.0,-2.2,105.0,27.8
CC(=O)N(CCCN(C)C)Cc1ccccn1,-0.4,91.0,-0.5,-2.9,-1.2,-16.0,0.5,87.0,-0.4
Cc1ccc2nc(C3CCN(CC(=O)Nc4ccc5c(c4)OCCO5)CC3)[nH]c2c1,-20.1,98.0,-0.4,-25.1,-4.5,5.0,25.6,110.0,3.7
CN(C)/N=C/c1cn(-c2ccccc2)nc1-c1cccnc1,-17.1,101.0,-0.2,2.4,-7.5,-11.0,-12.1,90.0,-19.5
COCCCn1nnnc1SCC(=O)Nc1ccc2c(c1)OCCO2,-4.5,101.0,1.0,-2.8,1.5,3.0,-2.5,102.0,9.2
COCCCN1C(=O)C(=O)/C(=C(/O)c2ccc(C)cc2)C1/C=C/c1ccccc1 (stereo unspecified),10.9,102.0,0.6,7.5,-0.6,0.0,-38.3,98.0,19.6
Cc1cc([N+](=O)[O-])nn1CC(=O)Nc1c(C)n(C)n(-c2ccccc2)c1=O,15.0,91.0,-3.8,4.5,-4.8,-13.0,3.1,90.0,-10.7
Cc1nn2c(COc3ccc(NC(=O)C(C)C)cc3)nnc2c2ccccc12,12.4,101.0,-0.8,10.6,0.6,-6.0,-35.2,95.0,13.9
Cc1ccc(Cn2c(SCC(=O)N3CC(=O)Nc4ccccc43)nc3ccccc3c2=O)cc1,-25.8,80.0,21.7,-8.4,-2.6,-2.0,-19.8,76.0,2.9
CC1CCCC(NC(=O)CCNS(=O)(=O)c2ccc(Br)cc2)C1C (stereo unspecified),8.5,108.0,-7.4,0.2,-3.0,-6.0,-35.4,96.0,1.4
CCOC(=O)C1C2C=CC3(CN(c4cccc(Cl)c4)C(=O)C13)O2 (stereo unspecified),8.3,100.0,5.4,3.8,2.4,1.0,-1.3,101.0,-3.5
COc1ccc(Cl)cc1C(=O)NCc1ccco1,-12.1,90.0,0.3,-0.4,8.1,-21.0,-3.6,90.0,12.4
Cc1ccc(C(=O)Nc2ccccc2N2CCN(C(=O)C(C)C)CC2)cc1,4.9,108.0,-1.6,0.3,-6.7,0.0,-36.5,107.0,8.0
COc1cccc(/C=N/NC(=S)NC2CC3CC2C2C=CCC32)c1O (stereo unspecified),-9.9,88.0,0.7,-5.4,-7.2,-24.0,-4.4,88.0,33.6
O=C(CN1C(=O)COc2ccc(Cl)cc21)NCC1CCCO1 (stereo unspecified),-1.1,96.0,1.6,8.4,0.2,-3.0,-9.3,92.0,7.4
COc1ccc(-n2nc(C(=O)NCC(=O)N3CCCCC3)c3ccccc3c2=O)c(OC)c1,-3.2,102.0,-0.5,6.7,-8.0,-4.0,-31.4,100.0,16.8
c1ccc2[nH]c(NCCN3CCOCC3)nc2c1,24.4,101.0,-0.2,-2.4,-1.2,7.0,1.4,102.0,-3.7
COC(=O)c1cccnc1NC(=S)NC1CCCCC1,0.0,106.0,3.0,3.2,1.5,0.0,2.1,104.0,-4.1
Cc1cc(C)c(C#N)c(SCc2ccc(F)cc2)n1,-9.2,102.0,-0.6,3.7,-1.9,4.0,-3.2,103.0,-1.0
CCN1C(=O)N(CC)C(O)(c2ccccc2)C1(O)c1ccccc1 (stereo unspecified),14.2,100.0,-0.7,8.2,0.6,1.0,-5.6,99.0,8.0
CC1CCc2c(C(=O)OCC(=O)Nc3cccc(S(=O)(=O)N4CCCCCC4)c3)csc2C1 (stereo unspecified),-24.5,97.0,6.1,-8.6,-1.5,-2.0,-4.8,107.0,4.6
COc1ccccc1N1CCN(C(=O)c2cc3ccccc3[nH]2)CC1,-15.8,98.0,-0.6,2.3,-1.6,0.0,-36.3,94.0,1.8
O=C(NCc1ccccc1)C(=O)NCC1OCCN1S(=O)(=O)c1cccs1 (stereo unspecified),-25.5,113.0,-1.4,17.1,x,9.0,-9.9,101.0,15.4
CC(=O)NCCc1ccc(C(=O)Cn2cnc3ccccc3c2=O)cc1,-1.3,104.0,-0.9,6.1,-8.2,0.0,-6.0,103.0,19.9

# Quoted from the listing.
# In CRFBP-R2 agonist, CCN1C(=O)N(CC)C(O)(c2ccccc2)C1(O)c1ccccc1 (stereo unspecified) is entered as -0.7
# In HCV NS3 hel inh, O=C(NCc1ccccc1)C(=O)NCC1OCCN1S(=O)(=O)c1cccs1 (stereo unspecified) is entered as 17.1
# In HCV NS3 hel inh, CC1CCCC(NC(=O)CCNS(=O)(=O)c2ccc(Br)cc2)C1C (stereo unspecified) is entered as 0.2
# In MEKK2mut PB1 HTS, COC(=O)c1cccnc1NC(=S)NC1CCCCC1 is entered as 0.0
# In FID counter, CCOC(=O)C1C2C=CC3(CN(c4cccc(Cl)c4)C(=O)C13)O2 (stereo unspecified) is entered as -1.3
# In MEKK3 PB1 HTS, COc1ccc(Cl)cc1C(=O)NCc1ccco1 is entered as 90.0

# Sorted by molecular weight (smallest number first): three of the compounds above.
SMILES,CRFR2-BP antag,MEKK3 PB1 HTS,CRFBP-R2 agonist,HCV NS3 hel inh,GalR3 antagonist,MEKK2mut PB1 HTS,FID counter,MEKK2wt PB1 HTS,SUMO HTRF inh
COc1ccc(Cl)cc1C(=O)NCc1ccco1,-12.1,90.0,0.3,-0.4,8.1,-21.0,-3.6,90.0,12.4
CCOC(=O)C1C2C=CC3(CN(c4cccc(Cl)c4)C(=O)C13)O2 (stereo unspecified),8.3,100.0,5.4,3.8,2.4,1.0,-1.3,101.0,-3.5
CC1CCCC(NC(=O)CCNS(=O)(=O)c2ccc(Br)cc2)C1C (stereo unspecified),8.5,108.0,-7.4,0.2,-3.0,-6.0,-35.4,96.0,1.4

# Next part:
SMILES,CRFR2-BP antag,MEKK3 PB1 HTS,CRFBP-R2 agonist,HCV NS3 hel inh,GalR3 antagonist,MEKK2mut PB1 HTS,FID counter,MEKK2wt PB1 HTS,SUMO HTRF inh
COc1ccc(C)cc1S(=O)(=O)N(C)CC(=O)NCc1ccncc1,-1.5,99.0,-2.1,5.7,-4.2,-1.0,2.0,103.0,-2.6
Cc1noc(C)c1COC(=O)Cn1c(C)nc2ccccc21,-1.6,105.0,0.1,1.1,1.3,5.0,1.1,107.0,-12.0
COc1ccc(C(C(=O)NC2CCCCC2)N(C(=O)CCl)c2ccc(OC)cc2)cc1 (stereo unspecified),-1.6,98.0,-0.2,2.8,x,0.0,-9.4,96.0,2.2
CCN(CC)S(=O)(=O)c1ccc(NC(=S)Nc2ccc(F)cc2)cc1,4.6,106.0,0.1,-4.2,-11.0,3.0,-2.9,107.0,2.1
Cc1[nH]nc2c1C(c1ccccn1)N(c1ccc(Br)cc1)C2=O (stereo unspecified),2.7,101.0,-0.8,3.7,-2.6,-2.0,-18.4,101.0,-0.4
O=C(NCc1ccc(F)cc1)C(=O)Nc1nc(C23CC4CC(CC(C4)C2)C3)cs1,9.2,99.0,-0.8,-4.4,2.1,-1.0,-4.6,102.0,-3.7
Cc1ccc(C(=O)Nc2cccc(C(=O)N/N=C/c3ccc(F)cc3)c2)cc1,-0.9,99.0,-0.8,-5.3,-5.2,3.0,-23.5,97.0,14.6
Cc1c(N=Cc2ccccn2)c(=O)n(-c2ccccc2)n1C,-3.5,99.0,1.5,7.3,-2.7,-4.0,-8.3,102.0,20.8
CC(CSc1nnnn1-c1ccccc1)Cn1c(N2CCCC2)nc2c1c(=O)[nH]c(=O)n2C (stereo unspecified),-42.4,109.0,1.6,9.4,11.3,2.0,-7.2,104.0,-0.6
Cc1ccc(C(=O)O/N=C2\CC3CCC2(C)C3(C)C)cc1 (stereo unspecified),-13.4,108.0,-1.4,-6.0,-0.2,3.0,-13.2,102.0,-4.5
Cc1cccc(C)c1NC(=O)CCCN1C(=O)C(c2ccccc2)Oc2cccnc21 (stereo unspecified),16.1,101.0,-0.1,17.7,-7.7,3.0,-49.0,100.0,14.7
NS(=O)(=O)c1ccc(NC(=S)NCC2CCCO2)cc1 (stereo unspecified),0.2,103.0,0.7,-1.1,-2.8,-1.0,-3.1,101.0,5.3

# Some of the compounds tested. The share of hits here may be higher or lower than overall.
